TEAD-YAP block – TEAD-YAP interaction inhibition; HEK-TIYL cells, TEAD-Gal4/YAP UAS-luciferase luminescence; inhibition, % at 9.12 µM; 1.4% of 640,000 active; AID 1259422; in the data active = inhibition above about 32%;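 also: 0% = median of test compound wells and 100% = reference inhibitor wells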
GPR151 ag – activators of human GPR151 | activation, % at 11.2 µM | 1% of 650,000 active | AID 1508602 | PathHunter beta-arrestin GPR151 cells, luminescence; in the data active = activation above about 4.9%;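 also: 0% = median of compound wells and 100% = cells with positive control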
Target sequence (Q8TDV0 whole entry, looked up): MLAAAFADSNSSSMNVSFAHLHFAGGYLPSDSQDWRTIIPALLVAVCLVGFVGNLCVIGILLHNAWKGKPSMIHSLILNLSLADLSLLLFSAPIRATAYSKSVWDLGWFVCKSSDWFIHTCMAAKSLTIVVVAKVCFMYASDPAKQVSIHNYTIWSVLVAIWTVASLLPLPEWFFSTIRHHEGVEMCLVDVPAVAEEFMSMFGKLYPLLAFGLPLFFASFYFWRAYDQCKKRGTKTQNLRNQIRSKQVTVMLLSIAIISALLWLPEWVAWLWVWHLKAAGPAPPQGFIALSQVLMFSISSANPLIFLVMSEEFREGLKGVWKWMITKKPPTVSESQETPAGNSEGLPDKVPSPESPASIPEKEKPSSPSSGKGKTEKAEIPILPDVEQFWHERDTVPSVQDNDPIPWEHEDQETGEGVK
FBW7 activator – human FBW7 E3 ligase activation, primary screen. Q969H0. normalized activity (activation), % at 26.1 µM. AlphaScreen FBW7–phospho-cyclin E peptide binding, activator screen. 0.13% of 650,000 active; in the data active = normalized activity above about 1.9%;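 also: purified mutant Fbw7 with reduced substrate affinity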
MITF primary – inhibitors of human MITF; inhibition, % at 2.6 µM; 0.91% of 650,000 active; AlphaScreen MITF homodimerization, bead proximity signal; O75030; in the data active = inhibition above about 50%;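 also: 0% = vehicle wells with protein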
Target sequence (O75030 whole entry, looked up): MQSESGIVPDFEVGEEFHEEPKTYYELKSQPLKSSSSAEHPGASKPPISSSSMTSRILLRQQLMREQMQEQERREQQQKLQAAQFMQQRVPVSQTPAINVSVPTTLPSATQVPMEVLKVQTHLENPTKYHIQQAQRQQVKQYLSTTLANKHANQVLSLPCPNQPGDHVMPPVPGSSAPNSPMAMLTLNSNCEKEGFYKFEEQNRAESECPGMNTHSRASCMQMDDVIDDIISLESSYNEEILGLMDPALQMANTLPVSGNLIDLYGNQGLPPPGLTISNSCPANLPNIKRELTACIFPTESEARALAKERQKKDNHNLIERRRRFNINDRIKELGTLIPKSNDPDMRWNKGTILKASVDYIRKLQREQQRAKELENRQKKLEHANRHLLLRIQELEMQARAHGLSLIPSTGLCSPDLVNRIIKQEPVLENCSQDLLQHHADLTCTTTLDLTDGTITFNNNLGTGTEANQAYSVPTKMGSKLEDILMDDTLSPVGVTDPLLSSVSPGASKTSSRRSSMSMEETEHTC
* hit, by the source's call; & = joins results of further samples.

| canonical_smiles | TEAD-YAP block | GPR151 ag | FBW7 activator | MITF primary |
| --- | --- | --- | --- | --- |
| CCN(CC)c1ccc(C2C(C(=O)OC3CCCCC3)=C(C)NC3=C2C(=O)CC(c2ccc(Cl)cc2)C3)cc1 (centres undefined) | 7 | 1.0 | 0.1 | -8 |
| CNC(=O)CSc1nnc(-c2ccccc2)n1C1CCCCC1 | -61 | -0.8 | -0.2 | 0 |
| COc1ccc(CCNC(=O)c2c(OC)cccc2OC)cc1 | -8 | -2.7 | -0.1 | -18 |
| CCOC(=O)CC(C(=O)OCC)c1c(C)[nH]c2ccccc12 (centres undefined) | -5 | -0.4 | 0.1 | 8 |
| COc1cccc(NC(=O)CSc2nc(Nc3cc(OC)cc(OC)c3)c3ccccc3n2)c1 | 2 | -0.9 | 0.0 | 7 |
| COc1cc(=O)n2c(c1C(=O)NC(C)c1ccco1)CCN(C(=O)c1cccc(C)c1)CC2 (centres undefined) | 0 | 0.9 | 0.2 | 4 |
| COc1ccc(CN2CCCC(C(=O)N3CCCCC3)C2)cc1 (centres undefined) | 10 | 0.2 | -0.1 | 58* |
| CCN1C(=O)/C(=C/c2ccc(O)c(I)c2)NC1=S | -7 | -0.5 | 0.1 | -35 |
| CCn1nc(C)c(CN2CCCC(N(C)CCc3ccc(OC)c(OC)c3)C2)c1C (centres undefined) | -11 | -0.1 | 0.1 | -10 |
| S=C(NCCc1ccccc1)NCc1ccc2c(c1)OCO2 | -4 | 0.8 | -0.1 | -6 |
| C#CCOc1ccc(C2C3=C(CCCC3=O)N(C)C3=C2C(=O)CCC3)cc1 | 13 | 1.2 | 0.1 | 4 |
| O=C1c2ccccc2-c2ccc(-c3nc(-c4ccc(O)c(O)c4)[nH]c3-c3ccccc3)cc21 | 11 | -0.5 | -0.1 | 22 |
| CCOC(=O)c1[nH]c2ccc(F)cc2c1NC(=O)CNc1nccs1 | -1 | -0.1 | -0.1 | 5 |
| CCN1CCC(N2CCN(c3ncccn3)CC2)CC1 | 2 | 0.3 | 0.4 | 19 |
| O=[N+]([O-])c1cccc(Cl)c1NCCCN1CCOCC1 | 4 | 0.4 | -0.1 | -4 |
| CCSc1nnc(N2C(=O)c3ccc([N+](=O)[O-])cc3C2=O)s1 | -9 | 0.4 | -0.1 | -1 |
| CSc1cccc(NC(=O)C2C3C=CC4(O3)C2C(=O)N(C2CCCCCC2)C4C(=O)NC2CCCCC2)c1 (centres undefined) | 4 | -0.9 | 0.0 | 3 |
| COc1ccc(C2=CC(c3c(F)cccc3Cl)n3nnnc3N2)c(OC)c1 (centres undefined) | 12 | 1.7 | 0.1 | 50 |
| CCc1ccc(OCC(=O)Nc2ccc3oc(=O)ccc3c2)cc1 | 6 | 1.2 | 0.2 | 3 |
| Cc1nc(C)c(C(=O)Nc2ccc(C)c(C)c2)o1 | 11 | -2.1 | 0.2 | 20 |
| CCOC(=O)COc1ccc(/C=C(/C#N)C(=O)Nc2ccc(Cl)cc2)cc1 | -3 | -0.6 | 0.0 | -30 |
| O=C(Nc1cc(C(=O)N2CCN(c3ccc([N+](=O)[O-])cc3)CC2)ccc1N1CC2CC(C1)c1cccc(=O)n1C2)c1ccccc1Cl (centres undefined) | -6 | -0.1 | -0.2 | 11 |
| N#Cc1ccsc1NC(=O)CSc1nnc(COc2ccc(Cl)cc2Cl)o1 | -2 | 0.5 | -0.1 | -6 |
| CCOc1ccc(-n2c(=S)sc3c(=O)n(-c4ccc(C)cc4)c(SCc4cccc(F)c4)nc32)cc1 | -13 | 0.5 | 0.3 | 18 |
| Cc1ccc(S(=O)(=O)N2CCC(Cc3ccccc3)CC2)cc1C(N)=O | 0 | 0.3 | 0.0 | -1 |
| CCOC(=O)COc1ccc(C(O)(C(F)(F)F)C(F)(F)F)c(O)c1 | -1 | 0.3 | 0.0 | 5 |
| C=CCn1c(-c2ccc(OC)cc2)csc1=Nc1ccc(O)cc1 | -24 | -0.9 | -0.1 | 18 |
| COc1ccc2[nH]cc(CCN=C(N)SC)c2c1 | -12 | -0.2 | 0.3 | 11 |
| Cc1sc2ncn(CC(=O)N3CCCC3)c(=O)c2c1S(=O)(=O)N1CCOCC1 | -3 | -0.2 | 0.1 | -5 |
| O=C(NN(C(=O)c1ccco1)c1ccccc1)c1ccccc1 | 0 | -0.9 | -0.3 | -17 |

Overlap with the part before: four entries, then new ones.
| canonical_smiles | TEAD-YAP block | GPR151 ag | FBW7 activator | MITF primary |
| --- | --- | --- | --- | --- |
| C=CCn1c(-c2ccc(OC)cc2)csc1=Nc1ccc(O)cc1 | -24 | -0.9 | -0.1 | 18 |
| COc1ccc2[nH]cc(CCN=C(N)SC)c2c1 | -12 | -0.2 | 0.3 | 11 |
| Cc1sc2ncn(CC(=O)N3CCCC3)c(=O)c2c1S(=O)(=O)N1CCOCC1 | -3 | -0.2 | 0.1 | -5 |
| O=C(NN(C(=O)c1ccco1)c1ccccc1)c1ccccc1 | 0 | -0.9 | -0.3 | -17 |
| COc1cc(C=Nc2ccc(S(N)(=O)=O)cc2)cc(OC)c1OC | -9 | -1.3 | -0.1 | -6 |
| CCN1CCc2c(sc(NC(=S)NC(=O)c3ccn(C)n3)c2C(N)=O)C1 | 2 | 0.4 | 0.0 | -4 |
| CC(=O)c1ccc(NC(=O)CN2C(=O)CC(c3ccccc3)Sc3ccccc32)cc1 (centres undefined) | -1 | 0.2 | -0.1 | 1 |
| COc1cc2nc(Nc3nccc4ccccc34)nc(NC3CC3)c2cc1OC | 5 | -1.6 | 0.1 | -8 |
| COc1cc(Cl)c(C)cc1NC1=NS(=O)(=O)C(c2ccc(C)cc2)=C1C | -2 | 0.5 | 0.0 | 11 |
| Cc1nc2cc(NC(=O)Nc3cccc(Br)c3)ccc2n1C | 9 | -5.7 | 0.3 | 15 |
| COc1ccc(Br)cc1/C=C/C(=O)Nc1cccc([N+](=O)[O-])c1 | 16 | 3.5 | 0.1 | 6 |
| COCc1nnc(NC(=O)Cc2ccc(F)cc2)s1 | -2 | -0.2 | -0.1 | -7 |
| O=C(CSc1nc2c(c(=O)[nH]1)CN(Cc1ccccc1)CC2)NCc1ccccc1 | 8 | -1.8 | -0.1 | -9 |
| O=C1CCC/C1=N\Nc1ccc(OCc2ccccc2)cc1 | -31 | -0.1 | 0.1 | 5 |
| CCNC(=S)N/N=C/c1ccc(C#N)cc1 | 25 | -1.8 | 0.2 | 1 |
| Cc1nc(-c2ccccc2)sc1C(=O)Nc1cccc(-c2cn3ccccc3n2)c1 | 10 | -1.4 | 0.7 | 4 |
| O=C(CCc1nnc(C2(c3ccc(Cl)cc3)CCC2)o1)NC1CCOCC1 | -10 | -1.3 | 0.0 | 2 |
| CCN(CC(=O)N1CCCCC1)S(=O)(=O)c1ccc(Cl)cc1 | 0 | 4.2 | 0.1 | 9 |
| COc1ccc(-c2nc3ccccn3c2N)cc1 | -24 | -1.2 | 0.1 | 14 |

More results
molecule	TEAD-YAP block	GPR151 ag	FBW7 activator	MITF primary
COc1cccc(-n2cc(C(=O)NCCC(=O)Nc3ccc(F)cc3F)c3ccccc3c2=O)c1	5	-0.3	-0.1	-2
NS(=O)(=O)c1ccc(NC(=O)c2ccc(Br)cc2)cc1	-6	0.2	0.0	-3
CCOC(=O)c1cccc(NC2=C(Cl)C(=O)N(c3ccc(C)cc3)C2=O)c1	4	-0.3	0.0	8
CC(=O)c1nc2ccccc2n1CC(=O)O	-10	0.4	0.9	16
CCC(=O)Nc1sc2c(c1C(=O)Nc1cccc(Cl)c1)CCC2	9	-0.9	0.0	-2
CCOC(=O)C1=C(C)N=c2s/c(=C\c3cc(Br)c(OCc4ccccc4)c(OC)c3)c(=O)n2C1c1ccc(N(C)C)cc1 (centres undefined)	-9	-0.1	0.0	6
CO[C@H]1[C@H](NC(=O)C(C)C)c2ccccc2C12CCN(Cc1cnc(N(C)C)s1)CC2	-4	-1.1	0.9	3
Cc1cc(C)c2nc(NC(=O)c3cc([N+](=O)[O-])ccc3Cl)sc2c1	28	-0.8	-0.6	11
CCN(CC)S(=O)(=O)c1ccc2c3c(cccc13)C(=O)N2Cc1ccc(Cl)cc1	-4	3.0	-0.2	-6
Cc1ccc(-c2ccc(N3CCN(C(=O)C4CC4)CC3)nn2)c(C)c1	-3	-0.2	0.4	-16
Cc1nn(C)c(C)c1-c1nc(NCCCN2CCCC2=O)c2ncn(Cc3ccc(C(F)(F)F)cc3)c2n1	7	0.3	0.2	10
Cc1cc(Cl)cc(C)c1OCC(=O)NC(C)C	-5	1.2	0.0	-5
COC(=O)c1ccc(C2Nc3c(OC)cc([N+](=O)[O-])cc3C3C=CCC32)cc1 (centres undefined)	-15&-11	0.3&-1.0	-0.1&0.1	15&6
O=C1NC(=O)/C(=C\c2cc3c(cc2[N+](=O)[O-])OCO3)S1	-6	-0.8	-0.1	15
Cc1c(-c2ccc(Cl)cc2)nc2ccccc2c1C(=O)Nc1ccc(F)cc1F	0	-0.5	-0.1	-11
C=CCN(CC=C)C(=O)/C=C/c1ccc([N+](=O)[O-])cc1	3	-0.4	-0.1	4
O=C(Nc1cccc(Br)c1)c1cccc(S(=O)(=O)N2CCCCCC2)c1	9	0.6	0.0	9
CC1(C)Oc2ccc3ccc(=O)oc3c2C(C=C(C#N)C#N)=C1Cl	4	0.2	0.5	2
Cc1ccc(CC2(CCC(=O)NCc3ccc4ncccc4c3)CCC(=O)N2)cc1 (centres undefined)	-17	0.0	0.1	3
COc1ccccc1NC(=O)N(CCCO)Cc1cc2cccc(C)c2[nH]c1=O	-7	0.4	0.0	12
CC(C)c1ccc(CN2CCc3nnc(C4CCCO4)n3CC2)cc1 (centres undefined)	-8	0.4	0.0	-2
O=C(Cc1ccccc1)NCC(=O)OCc1ccccc1	7	6.3*	0.0	-2
Cc1ccc(C(=O)Nn2c(-c3ccc(C)c(C)c3)nc3ccccc3c2=O)cc1C	1	0.3	0.1	-10
Cc1sc2ncn(CC#N)c(=O)c2c1C	1	0.1	0.0	-22
COc1cccc(OC)c1OCCCCNCCO	-5	0.6	0.0	31
O=C(N/N=C\c1cccc([N+](=O)[O-])c1)c1n[nH]c([N+](=O)[O-])n1	2	-5.1	0.1	-13
S=c1nc2ccccc2c2nc(COc3ccccc3Br)[nH]n12	-5	-0.1	-0.1	-6
COC(=O)c1ccc2c(c1)N(Cc1ccc3ccccc3c1)C(=O)C(C)O2 (centres undefined)	-4	-0.1	-0.1	-7
CCN1CCN(Cn2nc(-c3ccncc3)n(-c3ccccc3)c2=S)CC1	1	-1.3	-0.1	-3
O=C(Cc1noc2ccccc12)N1CCCC1	3	0.0	0.0	-12
CCCCNc1nc(SCC(=O)OCC)nc2ccccc12	8	0.6	-0.4	0
CN(C)c1cccc(Nc2nc(NC3CCN(Cc4ccccc4)CC3)c3[nH]cnc3n2)c1	-19	0.0	0.1	18
CC(C)COc1ccccc1C(=O)NC(CO)C(=O)O (centres undefined)	1	-0.7	1.0	10
O=C1CC(c2cccc(Cl)c2)Sc2ccccc2N1 (centres undefined)	-17	1.1	-0.2	-11
COc1ccccc1Cn1c(C)nc2ccc([N+](=O)[O-])cc2c1=O	4	1.0	0.0	-5
COC(=O)c1ccc(N2CN=C(c3ccc(C)cc3)NC2=S)cc1	-7	0.6	0.0	-4
COc1cccc(C(=O)/C=C(\C)Nc2ccc(N3CCOCC3)cc2)c1	-1	-1.2	-0.5	-4
C=CCN1C(=O)C(O)=C(C(C)=O)C1c1ccc(F)cc1 (centres undefined)	0	-0.8	0.1	-18
Nc1c(C(=O)NC2CCCC2)sc2nc3cc4c(cc3cc12)OCCO4	-16	0.5	0.1	5
Fc1ccccc1-c1n[nH]c(=S)n1C1CCCC1	3	-1.3	0.1	-11
CCOC(=O)C1CCCN(Cc2ccc(OC)c(C)c2C)C1 (centres undefined)	5	1.4	0.0	35

Fetched by compound from the list above (six):
molecule	TEAD-YAP block	GPR151 ag	FBW7 activator	MITF primary
Fc1ccccc1-c1n[nH]c(=S)n1C1CCCC1	3	-1.3	0.1	-11
COc1ccccc1Cn1c(C)nc2ccc([N+](=O)[O-])cc2c1=O	4	1.0	0.0	-5
CCOC(=O)C1CCCN(Cc2ccc(OC)c(C)c2C)C1 (centres undefined)	5	1.4	0.0	35
O=C1CC(c2cccc(Cl)c2)Sc2ccccc2N1 (centres undefined)	-17	1.1	-0.2	-11
CC(C)COc1ccccc1C(=O)NC(CO)C(=O)O (centres undefined)	1	-0.7	1.0	10
Nc1c(C(=O)NC2CCCC2)sc2nc3cc4c(cc3cc12)OCCO4	-16	0.5	0.1	5

From PubChem
